Insulin prom up – insulin promoter activators in MIN6 cells, imaging, high-content screening, mouse beta cells; MIN6 insulin promoter-GFP reporter; active compounds read high; z-score at 5 µM; hit rate 0.3% among 190,000; AID 1625, 2009;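 active means z-score above 3 at 5 µM with at least 500 cells counted in the well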
Dynein cargo inh – inhibitors of GR-EGFP nuclear translocation, primary screen, dynein cargo transport inhibitor project, imaging, high-content, 3617.4 mouse cells. test concentration mostly 20 µM; stimulated with dexamethasone, 1 µM; active compounds read low. z-score, hits read low. hit rate 0.47% among 220,000;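 active means plate z-score of nuclear minus cytoplasmic receptor signal below a set negative limit, without overly bright fluorescence or cell loss, cut at about -3.5 in these data, passing the limit was not always enough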;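 further: z-score of nuclear minus cytoplasmic ring GR-EGFP intensity difference per well; some compounds called inactive have numbers as strong as hits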
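Medium: Induction medium lacking tetracycline, stripped serum | Probe or stimulus: 1.0 µM final dexamethasone stimulus | Schedule: 48 h induction, then 1 h compound, then 30 min agonist, 37 °C | Signal: Automated 10x imaging of fixed Hoechst-stained cells | Evaluation: Per-cell GR-EGFP intensity, nucleus versus surrounding cytoplasmic ring, well-averaged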
CSM14.1 death rescue – rescue of cells from ER stress-induced death, primary screen, 384-well, CSM14.1, thapsigargin, ATP luminescence (AID 1222) | CSM14.1 thapsigargin-induced death rescue, ATP luminescence; higher % means a stronger effect | cellular ATP content (survival), % at 20 µM; hits with a dose series show EC50 in µM | 190,000 tested, under 10 active;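 active means EC50 below 50 µM in the dose-response confirmation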;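 further: death triggered by thapsigargin at about 15 µM added after 2 h compound pretreatment; cell ATP read after overnight thapsigargin exposure of roughly 18 to 22 hours; normalized against plate controls of thapsigargin alone and 5% DMSO vehicle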
Yfh1-off respiration – enhancers of respiration in Yfh1-depleted yeast, dose response, Friedreich's ataxia, plus single-dose screen (AID 1465); S. cerevisiae Yfh1-off respiration, WST-1 reduction, 72 h; higher fold induction means a stronger effect; fold induction at 50 µM, or EC50 in µM where a hit was titrated; hit rate 0.074% among 220,000;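 active means fold induction of absorbance versus untreated yeast above a set limit, then at least 30% activation at any dose in follow-up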;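 further: activators that raise dye reduction in frataxin-depleted yeast; strong numbers were not always called active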
M17LAP inhibition – P. falciparum M17LAP inhibitors, primary screen, biochemical, fluorogenic H-Leu-NHMec substrate, 1536-well (AID 1619). Leucine aminopeptidase (Plasmodium falciparum (isolate 3D7)). recombinant M17LAP, H-Leu-NHMec fluorogenic kinetic assay; higher % means a stronger effect. inhibition, % at 30 µM, or IC50 in µM where a hit was titrated. hit rate 0.38% among 220,000;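 active means compound inhibiting the enzyme by more than half at any dose during confirmatory dose-response retesting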;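 further: plate controls were full reaction with DMSO carrier for no effect and no enzyme background for full effect; strong numbers were not always called active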
P. falciparum M1AAP – P. falciparum M1AAP inhibitors, biochemical, fluorogenic H-Leu-NHMec substrate, 1536-well (AID 1445). Aminopeptidase N (Plasmodium falciparum (isolate 3D7)). recombinant M1AAP, H-Leu-NHMec fluorogenic kinetic assay; higher % means a stronger effect. inhibition, % at 30 µM, or IC50 in µM where a hit was titrated. hit rate 0.42% among 220,000;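 active means primary inhibition above the hit cutoff, then over 50% inhibition at one or more dose response concentrations, cut at about 23% in these data, passing the limit was not always enough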;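 further: plate controls were DMSO full reaction for no effect and no enzyme background for full effect; strong numbers were not always called active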
MT stabilizer – microtubule stabilizers in HeLa cells, primary screen, imaging, high-content imaging; % tubulin-high responders, % at 10 µM; HeLa tubulin immunostaining HCS, 24 h; share of cells brighter than vehicle mean+2SD; hit rate 0.83% among 200,000;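 active means plate Z-score above 3 for both tubulin-high and condensed-nucleus cell shares, with cell loss under 80%, at 10 µM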;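 further: anti alpha tubulin signal scored within the nucleus-defined area of each cell; some results filed as inactive read as strong as hits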
Hep lipid drop – inhibitors of hepatocyte lipid droplet formation, primary screen, imaging, high-throughput imaging, BODIPY stain; AML12 mouse hepatocytes, oleate lipid droplets; inhibition, % at 6.5 µM; hit rate 0.4% among 240,000;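 active means lipid droplet intensity inhibited by at least 50%, with more than 500 cells counted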
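Material: mouse AML12 hepatocyte cell line, fixed after treatment; Timing: compound with oleate, overnight; Technique: high-content imaging of BODIPY-stained droplets and DAPI nuclei; Probe or stimulus: oleate, 100 µM final; Dosing: compound at 6.5 µM only.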
Autophagy HCS – autophagy modulators in MEF cells, primary screen, imaging, high-content, MEF GFP-LC3 | hit rate 0.98% among 190,000 | calls only at 10 µM (by protocol) | MEF GFP-LC3 puncta imaging; test concentration mostly 10 µM;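 active means percentage of spot-positive cells more than 3 SD above its plate mean, without a fluorescence outlier flag or 80% toxicity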;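 further: spot-positive cell cutoff set from DMSO-treated cells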
Dynein cargo inh cytoplasmic EGFP – also measured in Dynein cargo inh; calls as there; z-score; measured here: cytoplasmic GR-EGFP intensity; active compounds read high
Dynein cargo inh nuclear GR-EGFP – recorded beside Dynein cargo inh, whose call it bears; z-score; measured here: nuclear GR-EGFP intensity;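 lower value marks the stronger effect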
Dynein cargo inh cell count – further read-out of Dynein cargo inh, marked with its call; z-score; measured here: cell count per field
Insulin prom up cell count – further read-out of Insulin prom up, marked with its call; cell count; measured here: cytotoxicity, nuclei count;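 total cells summed across four imaged fields per well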
Hep lipid drop cells 6.5 µM – further read-out of Hep lipid drop, marked with its call; cell count; measured here: cell count, cytotoxicity flag;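 cells counted across two imaged fields per well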
MT stabilizer Hoechst-high % – recorded beside MT stabilizer, whose call it bears; % Hoechst-high responders; measured here: nuclear condensation Hoechst responders;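 share of cells brighter than vehicle mean plus two SD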
MT stabilizer cytotoxicity % – second read-out of MT stabilizer, no call of its own (marks repeat the call); toxicity, %; measured here: cytotoxicity by cell density;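 0% = mean cell density of plate MIN control wells and 100% = no cells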
Autophagy HCS cell loss 18 h – also measured in Autophagy HCS; calls as there; toxicity, %; measured here: cell loss, nuclei count;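 cell loss after 18 h compound exposure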
Numbers without * were called inactive; i = inactive; . = not tested or not shown; & = joins results of further samples.

SMILES	Insulin prom up	Insulin prom up cell count	Dynein cargo inh	Dynein cargo inh cytoplasmic EGFP	Dynein cargo inh nuclear GR-EGFP	Dynein cargo inh cell count	CSM14.1 death rescue	Yfh1-off respiration	M17LAP inhibition	P. falciparum M1AAP	MT stabilizer	MT stabilizer Hoechst-high %	MT stabilizer cytotoxicity %	Hep lipid drop	Hep lipid drop cells 6.5 µM	Autophagy HCS	Autophagy HCS cell loss 18 h
CS(=O)(=O)NN1C(=O)c2ccccc2NC1c1cccc2cccnc12 (centres undefined)	0.13	1360	-0.4	-0.21	-0.2	1.2	-3.6%	i	6%	4%	4.7	1.3	1.6	27	692	i	17
O=C(CSc1nc(O)c(Cc2ccccc2)c(=O)[nH]1)Nc1nnc(SCc2ccccc2)s1	.	.	1.1	0.26	0.75	0.025	-0.7%	i	5%	-1%	3.8	1.9	2.2	8	740	i	9
O=C(Nc1nc(=O)[nH]s1)c1ccccc1	1	1144	-0.49	-0.17	-0.3	0.15	.	i	18µM*	4%	2.0	2.3	8.6	-16	660	i	4
Cc1ccc(NC(=O)CN(C)S(=O)(=O)c2cccs2)cc1F	0.01	1653	0.71	-0.0065	0.64	-1.6	2.5%	i	6%	0%	2.0	1.5	6.8	.	.	i	5
Cc1ccc(C)n1NC(=O)c1ccc([N+](=O)[O-])cc1	-0.67	1628	-0.32	-0.27	-0.067	0.13	1.2%	i	-2%	6%	2.3	1.4	11	15	689	i	24
CCOC(=O)CC(=O)CSc1nc(C)nc2c1oc1ccccc12	-0.02	938	-0.037	-0.19	0.0099	0.1	0.5%	i	0%	1%	1.4	1.7	7.8	5	767	i	-8
O=C(c1cc(COc2c(F)cccc2F)on1)N1CCC(c2ccccc2Cl)C1 (centres undefined)	0.08	1444	2.6	-0.18	1.6	-1.5	0.8%	i	-1%	3%	2.7	2.2	4.1	2	712	i	8
Cn1cccc1C(=O)NC(=O)COC(=O)c1ccc(O)cc1	0.48	742	-0.023	-0.31	0.038	0.15	5.3%	i	11%	12%	2.4	1.9	7.2	11	861	i	34
O=C(O)c1ccccc1C(=O)NCCc1ccc(Cl)cc1	0.36	1253	0.62	-0.32	0.67	-0.39	-12%	i	14%	-1%	2.7	2.8	7.1	-5	689	i	8
O=C(Nc1ccc(Cl)cn1)c1cccc(F)c1	0.16	1358	0.021	-0.017	0.22	-0.56	-2.1%	i	16%	15%	39*	40*	52*	.	.	i	6
CC1=C(C#N)CCC(=O)N1Cc1ccc(C)cc1	0.58	1530	-0.55	-0.23	-0.37	0.79	-2.0%	i	12%	2%	1.4	1.3	6.3	.	.	i	2
CC(C)Cn1c(N)c(C(=O)NCc2cccs2)c2nc3ccccc3nc21	-0.38	1099	-0.81	-0.19	-0.021	-0.094	.	i	-28%	-5%	4.9	2.6	2.5	-1	684	i	-56
Cc1nc2nc[nH]n2c(=O)c1NC(=O)CCc1ccccc1	-0.74	1160	-0.59	-0.2	0.42	0.42	-2.3%	i	2%	3%	6.3	1.8	3.2	3	745	i	-43
CCC1CCCCN1C(=S)Nc1ccc(OC(F)F)cc1 (centres undefined)	0.2	1383	-0.084	-0.17	0.17	-0.11	-2.5%	i	-5%	0%	3.5	4.3	6.4	-1	617	i	-14
Cc1cc(NC(=O)CSc2nc3ccccc3c(=O)n2Cc2ccc(F)cc2)no1	0.29	1092	-0.43	-0.2	-0.21	0.24	-0.4%	i	-12%	-2%	1.4	1.6	9.9	.	.	i	2
CCOC(=O)c1nc(C)nc(Sc2n[nH]c(-c3ccc(C(C)(C)C)cc3)n2)c1C	0.5	1420	-0.26	-0.18	-0.35	1	.	i	-2%	2%	.	.	.	0	735	.	.
CCC(C)NC(=O)Nc1ccc(F)c(Cl)c1 (centres undefined)	.	.	-0.01	-0.26	0.0026	0.43	-2.0%	i	0%	6%	1.9	1.2	1.3	-19	708	i	17
CCc1ccccc1NC(=S)N(Cc1cccnc1)Cc1ccco1	.	.	-0.45	-0.21	-0.078	1.4	1.1%	i	-12%	1%	4.7	3.1	9.2	0	693	i	-7
CCOC(=O)Nc1ccc2c(c1)N(C(=O)C(C)N1CCCC1)c1ccccc1CC2 (centres undefined)	0.76	847	-0.44	-0.058	-0.2	0.52	-3.9%	i	-5%	3%	1.6	1.0	7.7	.	.	i	-8
O=C(CN1CCN(Cc2ccccc2)CC1)N1CCCCCC1	-0.04	1277	-0.17	-0.17	-0.22	0.16	1.1%	i	7%	-1%	2.2	3.2	0.1	10	744	i	-4
COc1ccc(C2(C(=O)NCc3ccco3)CCCC2)cc1OC	0	1597	-0.38	-0.099	-0.83	-1	-0.8%	i	7%	4%	3.5	1.7	6.4	.	.	i	9
NC(=O)N1c2ccccc2CC(=O)c2ccccc21	-0.55&0.45	1496&1484	-1.3	-0.17	-0.39	0.4	0.0%&-2.1%	i	-5%&-6%	-2%&0%	2.6	2.0	13	-5	724	i	0
CCOC(=O)CNC(=O)c1c2c(nc3ccccc13)CCCC2	0.06	1653	1.8	-0.32	0.5	-0.26	-1.4%	i	13%	-1%	3.1	2.6	4.8	.	.	i	0
COC(=O)c1ccc(COc2cccc3c2CCN(Cc2ccccc2)C3=O)o1	0.32	1291	-0.98	-0.23	-0.7	0.38	7.1%	.	2%	2%	2.9	3.3	2.2	-10	416	i	25
OCCC1CN(Cc2cccn2-c2cccnc2)CCN1C1CCCCC1 (centres undefined)	1.1	1491	-0.89	-0.29	-0.47	0.91	0.6%	i	2%	-6%	1.8	1.7	0.8	-2	735	i	25
CCCc1nnc(NC(=O)c2ccc([N+](=O)[O-])cc2)s1	0.2	1261	0.59	-0.068	0.094	-0.076	-0.9%	i	0%	3%	1.7	2.5	7.6	-13	632	i	1
CCCc1nc(NCc2ccncc2)c2nnn(Cc3ccccc3F)c2n1	.	.	1.7	-0.22	-0.058	-0.47	5.5%	i	7%	4%	3.0	1.7	5.4	-3	735	i	11
CCOc1ccccc1NC=C1C(=O)OC2(CCCCC2)OC1=O	0.56	1205	-0.47	-0.29	-0.034	0.54	2.7%	i	0%	6%	1.3	2.0	8.3	10	764	i	-8
Cc1ccc(CN(Cc2ccco2)C(=S)Nc2ccccc2C)cc1	-0.44	1169	-0.2	-0.32	0.21	-0.19	0.1%	i	-1%	-6%	3.5	2.1	7.1	3	705	i	3
CCOc1ccc(-c2nc(C#N)c(N3CCN(CC)CC3)o2)cc1	-2.7	987	-0.38	0.53	0.24	1	-0.4%	i	-4%	17%	5.3	2.4	7.6	.	.	i	8
O=C(N/N=C/c1cn[nH]c1-c1ccccc1)c1ccco1	0.26	1480	0.35	-0.29	0.31	0.025	-0.2%	i	4%	3%	1.4	1.0	7.1	2	719	i	7
Cc1cc(=S)[nH]c(=S)[nH]1	-0.07	1472	1.3	-0.19	0.49	-0.56	.	i	4%	-3%	.	.	.	-3	709	.	.
COc1cc(C2c3[nH]c4ccccc4c3CCN2Cc2cn(C)nc2C)ccc1F (centres undefined)	-0.49	1214	-0.1	-0.26	0.11	0.055	-3.6%	i	-5%	3%	3.6	2.1	6.1	2	696	i	5
CCOc1ccc(/C=C2\SC(=S)N(C(C(=O)O)c3ccccc3)C2=O)cc1OC (centres undefined)	-0.33	1008	-0.45	-0.23	-0.26	0.79	.	i	31%	15%	.	.	.	-7	666	.	.
COc1cccc(N(C(=O)Cn2nnc(-c3cccs3)n2)C(C(=O)NC(C)C)c2ccc(C)o2)c1 (centres undefined)	0.61	1348	1.9	-0.15	0.31	-1.4	-0.6%	i	-3%	-1%	2.7	1.4	8.3	.	.	i	-1
CCC(OC(=O)c1nsc(Cl)c1Cl)C(=O)NC(C)(C)C (centres undefined)	0.28	1228	-0.9	-0.26	0.22	-0.16	-0.4%	i	5%	4%	1.0	1.4	3.0	22	754	i	13
O=S(=O)(NCc1cccnc1)c1ccc(Br)s1	0.09	998	-0.55	-0.27	-0.23	-0.79	-0.4%	i	6%	8%	3.2	2.2	2.5	.	.	i	4

Compound activity (PubChem BioAssay)

No enrichment for hits (roughly 3.5% active in at least one column).
